# hgDAF12 agonist – H. glycines DAF-12 receptor agonists, primary screen, cell-based, luminescence, HEK293, GAL4 fusion, UAS-luciferase | HEK293 GAL4-hgDAF12 UAS-luciferase reporter, agonist luminescence; normalized to butyrate control | activation, % at 6.8 µM | AID 687014, 2013 | actives 1.8% (n = 370,000) | Nuclear hormone receptor DAF-12 (Heterodera glycines), GAL4 fusion;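 active means activation above a cutoff set at the mean of all screened compounds plus 3 SD, cut at about 10% in these data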;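 further: 0% = DMSO wells and 100% = sodium butyrate wells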
# NPR2 activator – human GC-B receptor activators, primary screen, HEK293 GC-B cells, cGMP TR-FRET, EC30 CNP; AID 1920062, 2024; 0% at EC30 CNP, 100% saturating CNP; actives 0.11% (n = 370,000); activation, % at 10 µM;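 active means activation at 10 µM reaching about 35% in either raw or pattern-adjusted values, limit read from the data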
# proKLK7 act – proKLK7 zymogen activators, primary screen, biochemical, fluorescence intensity; actives 0.9% (n = 370,000); activation, % at 7 µM; purified proKLK7, EDANS-DABCYL substrate fluorescence; 100% is mature enzyme control, 0% vehicle;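 active means activation above the mean of all tested compounds plus 3 SD, computed per campaign excluding outliers beyond control limits, cut at about 13% in these data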
# Target sequence (P49862 whole entry, looked up): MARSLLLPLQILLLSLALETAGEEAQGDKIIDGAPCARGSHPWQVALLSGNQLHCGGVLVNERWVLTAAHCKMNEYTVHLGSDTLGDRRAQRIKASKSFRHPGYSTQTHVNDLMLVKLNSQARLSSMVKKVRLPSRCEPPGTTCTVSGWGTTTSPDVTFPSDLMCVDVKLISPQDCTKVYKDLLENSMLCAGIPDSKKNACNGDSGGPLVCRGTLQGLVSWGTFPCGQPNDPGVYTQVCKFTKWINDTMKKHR
# ssDAF12 agonist – S. stercoralis DAF-12 nuclear receptor activators, primary screen, cell-based, luminescence, HEK293, GRIP1 co-expression, lit1-tk-luc; HEK293 ssDAF-12/GRIP1 lit1-tk-luc reporter; % of 3 µM dafachronic acid response; activation, % at 6.8 µM; actives 1% (n = 370,000); AID 652126, 2013;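 active means activation above the mean over all tested compounds plus 3 SD, cut at about 0.9% in these data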;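 further: 0% = DMSO-only wells and 100% = 3 µM delta7-dafachronic acid wells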
# DAX1 inh-1 – DAX1 (NR0B1) inhibitors, primary screen, cell-based, HEK293, Gal4-DAX1, luciferase luminescence; HEK293 Gal4-DAX1 luciferase reporter; inhibition, % at 6.75 µM; actives 0.99% (n = 340,000); AID 504766, 2011;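 active means inhibition above the mean over all tested compounds plus 3 SD, cut at about 4.2% in these data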;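 further: 0% = DAX1-transfected cells with DMSO and 100% = empty-vector control cells with DMSO; inhibition shows as a rise in luminescence from relieved DAX1 repression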
# Target sequence (P51843 207-470 limits assumed): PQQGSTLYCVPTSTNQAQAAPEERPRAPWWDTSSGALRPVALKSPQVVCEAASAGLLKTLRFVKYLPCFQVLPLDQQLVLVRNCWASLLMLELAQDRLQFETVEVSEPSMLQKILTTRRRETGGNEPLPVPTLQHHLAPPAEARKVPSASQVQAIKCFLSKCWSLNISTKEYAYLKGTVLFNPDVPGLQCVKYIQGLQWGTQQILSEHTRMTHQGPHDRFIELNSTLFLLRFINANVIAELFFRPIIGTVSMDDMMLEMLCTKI
# SMARCA2 activ – SMARCA2 (BRM) function activators, primary screen, cell-based, luminescence, high throughput; MG213 cells, MMTV-luciferase reporter, dexamethasone, overnight; activation, % at 9.1 µM; actives 1% (n = 370,000); in the data active means activation above about 7.8%;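 further: 0% = vehicle wells and 100% = reference activator wells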
# GC-A act – GC-A stimulated cGMP production enhancers – HEK293 GC-A cells, cGMP TR-FRET, EC30 ANP, primary screen. activation, % at 10 µM. Atrial natriuretic peptide receptor 1 (Homo sapiens), P16066. 0% at EC30 ANP, 100% saturating ANP. actives 0.14% (n = 370,000); in the data active means activation above about 40%
# DAX1 inh-2 – DAX1 (NR0B1) inhibitors on StAR promoter, primary screen, cell-based, luminescence, SF-1 (NR5A1), full-length DAX-1; HEK293T StAR-luciferase reporter, SF-1/DAX-1 repression relief; actives 1.1% (n = 370,000); AID 652010, 2013; inhibition, % at 6.8 µM;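 active means inhibition above the mean over all tested compounds plus 3 SD, cut at about 3.6% in these data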;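 further: 0% = DAX-1 cells with DMSO and 100% = cells lacking DAX-1 with DMSO; higher inhibition means more luminescence from relief of DAX-1 repression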
# sPLA2-III inh – human group III sPLA2 inhibitors, primary screen, biochemical, QFRET, BODIPY PC-A2 liposome substrate; AID 743126, 2013; QFRET BODIPY PC-A2 liposome hydrolysis, fluorescence; actives 0.56% (n = 370,000); inhibition, % at 12.2 µM; Group 3 secretory phospholipase A2 (Homo sapiens), Q9NZ20;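 active means inhibition above mean plus 3 SD of compounds lying within the high and low control bounds, cut at about 19% in these data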;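 further: 0% = median of test compound wells and 100% = no enzyme DMSO wells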
# Target sequence (Q9NZ20 whole entry, looked up): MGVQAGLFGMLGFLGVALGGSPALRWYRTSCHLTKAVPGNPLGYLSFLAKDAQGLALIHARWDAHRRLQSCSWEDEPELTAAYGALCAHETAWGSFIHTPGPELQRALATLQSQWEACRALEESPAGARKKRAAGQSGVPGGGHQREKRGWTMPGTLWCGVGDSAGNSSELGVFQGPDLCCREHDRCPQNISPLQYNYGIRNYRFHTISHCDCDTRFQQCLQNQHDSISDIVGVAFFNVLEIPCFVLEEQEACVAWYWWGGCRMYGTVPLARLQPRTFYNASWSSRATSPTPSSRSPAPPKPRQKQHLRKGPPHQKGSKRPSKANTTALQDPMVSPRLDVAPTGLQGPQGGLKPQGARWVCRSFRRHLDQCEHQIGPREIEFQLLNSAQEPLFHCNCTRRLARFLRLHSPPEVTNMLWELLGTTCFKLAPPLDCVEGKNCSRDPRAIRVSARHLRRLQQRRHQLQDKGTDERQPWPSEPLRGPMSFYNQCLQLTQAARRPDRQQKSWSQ
# GAA850 FXN act – FXN promoter activators, primary screen, cell-based, luciferase luminescence, HEK293 lucGAA850 | HEK293 lucGAA850 FXN promoter luciferase reporter, 24 h; percent of 10 µM SAHA response | activation, % at 6 µM | actives 0.56% (n = 360,000) | AID 540364, 2011;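 active means activation above the average of all compounds screened plus 3 SD, cutoff fixed separately per campaign, cut at about 7.5% in these data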;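 further: 0% = DMSO wells and 100% = 10 µM SAHA wells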
# hcDAF-12 act – H. contortus DAF-12 nuclear receptor activators, primary screen, cell-based, luminescence, HEK293, lit1-tk-luc reporter; HEK293 hcDAF-12 lit1-tk-luc reporter; 0% DMSO, 100% Δ7-dafachronic acid; activation, % at 6.8 µM; actives 1.4% (n = 370,000); AID 652067, 2013;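 active means activation above the mean of all tested compounds plus 3 SD, cut at about 5.5% in these data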;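 further: 100% = response to 3 µM Δ7-dafachronic acid high control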
# Starred values were filed as active, the others as inactive; / = not tested or not shown.
SMILES,hgDAF12 agonist,NPR2 activator,proKLK7 act,ssDAF12 agonist,DAX1 inh-1,SMARCA2 activ,GC-A act,DAX1 inh-2,sPLA2-III inh,GAA850 FXN act,hcDAF-12 act
O=C(NC1CCCC1)C(c1ccco1)N1CCC(O)(c2ccc(Cl)cc2)CC1 (stereo unspecified),-3.6,1,1.5,-0.8,/,1,1,-0.8,-4,/,-0.3
Cc1ccc(CS(=O)(=O)Cc2ccc(C(=O)NC3CCCC3)o2)cc1,1.0,5,0.1,-1.2,-0.5,-1,3,-0.2,1,1.1,-1.8
CC(C)NC(=O)c1ccc(COc2ccc(C(C)(C)C)cc2)o1,-4.0,3,-0.2,-1.5,-2.1,0,-4,-0.1,4,5.5,-3.2
COC(=O)c1ccc2c(=O)n(CCCCCC(=O)O)c(=S)[nH]c2c1,-5.6,0,0.1,-1.8,1.1,-6,-2,-1.1,1,-4.9,-3.4
Cc1ccc(C(C)C)c(OCCCN2CCc3ccccc3C2)c1,2.5,-8,0.0,-0.7,0.8,1,-3,-0.2,-5,-0.3,3.8
CCOc1ccc(CCNC(=O)CCc2nnc3ccc(N4CCOCC4)nn23)cc1OCC,-0.9,8,0.0,-1.3,1.1,0,2,0.4,3,0.1,-1.6
Cn1nc([N+](=O)[O-])nc1Oc1ccccc1C(=O)N1CCOCC1,0.2,3,0.3,-1.2,-0.9,-3,-3,0.3,11,0.4,-1.3
O=C(Nc1cccs1)OC1CC2CC1[C@H]1CCCCN1C2 (stereo partly specified),-0.4,1,0.8,-0.1,/,-2,1,0.3,0,/,-0.9
O=C(NC1CCOc2ccccc21)c1ccc(=O)[nH]c1 (stereo unspecified),2.2,1,-1.2,-0.7,-0.7,2,-2,0.3,5,0.5,-0.2
CCN(CC)CCOC(=O)c1ccc(N/C=C(/C#N)c2nc(-c3ccc(OC)cc3)cs2)cc1,-2.0,0,0.5,-0.7,-0.8,5,5,-0.3,-11,2.7,0.0
O=C(C1CC(=O)N(c2ccc3c(c2)OCCO3)C1)N1CCN(Cc2ccccc2)CC1 (stereo unspecified),-1.1,4,0.5,-1.2,-0.4,4,0,0.3,-1,0.3,1.4
COCCCn1c(=O)/c(=C\c2cccc(OC)c2OC)s/c1=C(/C#N)C(=O)Nc1ccc(C(=O)O)cc1,-2.3,-7,-2.0,-1.4,4.3*,-3,-5,-0.3,-15,-3.5,0.6
N/C(=N\OC(=O)c1ccccc1Cl)c1ccccc1,18*,-3,-0.1,3.3*,2.5,4,8,6.1*,-2,0.5,17*
CC(=O)C1=C(C)N(Cc2ccccc2)C(=O)N[C@H]1c1cccs1,-1.9,2,-0.7,-1.1,-0.1,2,-1,-0.7,-6,-1.2,-0.2
COC(=O)c1cc(OC(=O)c2ccc(=O)[nH]c2)cc(C(=O)OC)c1,1.3,-4,-0.2,-0.6,0.4,0,0,-0.2,4,1.4,-0.1
NC(=NCCc1c[nH]c2ccccc12)NC(=O)OCc1ccccc1,-2.8,-6,-0.2,-1.0,/,-2,-8,-0.9,-65,/,-1.4
Cn1cnc([N+](=O)[O-])c1Sc1ccc(C(C)(C)C)cc1,-0.2,1,-0.8,-1.9,/,-2,1,-0.8,1,-2.6,-1.7
Fc1cccc(/C=N/n2c(C3CCCCC3)n[nH]c2=S)c1,0.8,1,1.3,-1.0,-0.6,1,4,-0.2,10,0.2,-0.2
O=C(NCc1ccco1)c1ccc2sc([C@@H]3O[C@H](CO)[C@@H](O)[C@H]3O)nc2c1,0.0,-2,0.1,-1.0,/,-2,-2,-0.4,-7,-1.2,-1.4
O=C(NCc1ccc2c(c1)OCO2)c1ccc2c(=O)n(C3CCCC3)c(=O)[nH]c2c1,2.1,1,-0.6,-0.9,4.9*,-2,-4,-0.4,0,1.9,-0.2
CCN(CC)CCCNC(=O)Cn1cnc2sc(C)c(S(=O)(=O)N3CCC(C)CC3)c2c1=O,1.0,0,-0.1,-1.2,-0.7,0,-5,0.0,1,2.5,-0.5
CCOc1ccc(CNc2ccc(N3CCN(Cc4ccccc4)CC3)cc2)cc1,-0.7,-5,0.8,-1.5,-1.2,-3,5,-0.7,8,-2.7,-1.4
COc1cccc(NC(=O)c2cc(-c3ccncc3)nc3c(C)cc(C)cc23)c1,0.4,-1,-0.1,-0.9,-0.6,0,-5,-0.5,-12,1.4,4.0
COCC(C)NC(=O)CSc1ncnc2sc(-c3ccccc3)cc12 (stereo unspecified),-1.8,-1,0.6,-1.1,-0.9,-2,3,-1.1,1,1.7,-0.5
COCCNC(=O)CN1CCN(C(c2ccccc2)c2ccccc2)CC1,1.8,/,0.2,-1.0,-1.0,2,/,-0.1,-3,-0.9,-0.1
SMILES,hgDAF12 agonist,NPR2 activator,proKLK7 act,ssDAF12 agonist,DAX1 inh-1,SMARCA2 activ,GC-A act,DAX1 inh-2,sPLA2-III inh,GAA850 FXN act,hcDAF-12 act
COc1ccc(-c2nnn(CC(=O)N(Cc3ccco3)C(C(=O)NCC3CCCO3)c3ccco3)n2)cc1 (stereo unspecified),0.1,1,1.5,-0.8,-0.5,-3,3,-0.3,-24,2.6,2.1
COCCNC(=O)CN(Cc1ccco1)C(=O)CCC(=O)Nc1nccs1,-0.9,-4,0.2,-0.6,0.1,-2,2,0.1,-1,1.1,1.0
COc1ccc(CNC(=O)CN(Cc2ccccc2)C(=O)c2csnn2)cc1,-1.2,4,-0.1,-0.9,-1.4,-3,-3,-0.1,10,-0.8,-2.6
CCc1c(C(=O)NC(C)C2CCCO2)csc1C (stereo unspecified),0.3,3,0.0,-1.4,1.4,0,3,0.3,8,0.3,0.6
COc1ccccc1CC(=O)Nc1ccc2nc(C)sc2c1,0.8,2,0.1,-0.6,0.3,-1,6,0.9,-6,3.3,-0.4
O=C(CN1C(=O)NC2NC(=O)NC21)N/N=C/c1ccc(F)cc1 (stereo unspecified),0.4,3,0.4,-1.6,0.8,-2,3,0.6,-1,-0.2,0.4
Cc1ccccc1NC(=O)Cc1nc(-c2c[nH]c(C(=O)N3CCCC3)c2)cs1,-2.1,4,0.1,-1.1,-0.3,-2,2,-0.8,-10,-3.2,-3.5
COc1cc2c(cc1OC)CC(=O)N(C)CC2,-1.7,2,0.7,-1.3,0.8,0,0,-0.3,-1,-0.8,-0.8
CCCc1cn(S(=O)(=O)c2ccc(OC)cc2OC)nc1N,-1.9,3,0.1,-1.1,-0.2,-2,0,-0.8,2,-0.5,-3.0
O=c1[nH]cc(COCC(F)CCl)c(=O)[nH]1 (stereo unspecified),0.4,1,-0.8,-1.1,-0.8,-3,2,-0.3,4,-1.0,-2.0
O=C1COc2ccc(S(=O)(=O)NCCc3ccc(Cl)cc3)cc2N1,2.0,-3,0.6,-1.6,-0.1,-1,0,-0.2,-12,-1.9,-1.8
Cn1c2c(c(=O)n(C)c1=O)NC1(N2)C(=O)Nc2ccccc21 (stereo unspecified),3.6,-8,0.2,0.9*,-0.2,-2,18,-0.2,2,1.9,5.1
CCC(C)CCN1C(Nc2ccccc2)=NC[C@@H]1CC(C)C (stereo partly specified),2.5,-25,-0.1,-0.7,4.8*,-1,-11,0.1,3,-3.0,-0.5
CSc1cccc(Nc2ccc(S(=O)(=O)N3CCOCC3)cc2[N+](=O)[O-])c1,-2.5,8,0.3,-1.6,0.5,-3,4,-2.0,3,0.6,-0.5
C#CC1(O)C2C=C(OC)C(=O)C1C(c1ccccc1)C2C (stereo unspecified),5.4,5,0.2,-0.9,/,-3,3,0.6,6,/,-0.1
COc1ccc2c(C)c(CCC(=O)NC3CC3)c(=O)oc2c1,-1.5,-1,10,-1.3,2.9,1,1,0.0,6,0.5,-0.2
CCCCCC(=O)Nc1cccc(S(=O)(=O)NC2=NCCCCC2)c1,-0.7,-1,0.2,0.7,0.3,-5,3,-0.7,11,1.2,2.1
O=C(OCc1cn([C@@H]2CN(C(=O)c3cccs3)[C@@H](c3ccc(Cl)cc3)C[C@H]2O)nn1)c1ccccc1,2.5,-4,0.5,-1.4,1.4,7,-6,2.0,-1,-3.5,-1.8
CCOC(=O)c1c(S(=O)(=O)N2CCN(c3ccc(F)cc3)CC2)c(C)n(C)c1C,-2.8,-4,0.9,-1.2,-0.1,0,-2,1.0,-11,1.9,-3.3
Cc1c(Cl)cccc1N1C(=O)CC(NNC(=O)c2cccs2)C1=O (stereo unspecified),10*,-5,-1.3,-0.3,0.4,-1,2,1.5,-21,2.9,4.2
CC(C)(C)NC(=O)C(C1CC1)n1c(=O)c(-c2ccccc2)nc2ccccc21 (stereo unspecified),-1.0,-6,10,-1.0,/,-5,-13,-0.6,2,/,-2.3
CC(=O)NCc1cc(-c2ccc(Cl)cc2)no1,1.0,/,0.4,-1.6,1.4,-1,/,-0.1,3,2.8,1.2
COc1ccc(C2Nc3ccccc3C(=O)N2Cc2cccnc2)cc1COc1c(C)cccc1C (stereo unspecified),-1.9,-11,/,-1.5,/,/,-12,/,-3,/,-2.2

# Grouped by structure, the compounds so far containing a furan ring, fused or not
SMILES,hgDAF12 agonist,NPR2 activator,proKLK7 act,ssDAF12 agonist,DAX1 inh-1,SMARCA2 activ,GC-A act,DAX1 inh-2,sPLA2-III inh,GAA850 FXN act,hcDAF-12 act
O=C(NC1CCCC1)C(c1ccco1)N1CCC(O)(c2ccc(Cl)cc2)CC1 (stereo unspecified),-3.6,1,1.5,-0.8,/,1,1,-0.8,-4,/,-0.3
Cc1ccc(CS(=O)(=O)Cc2ccc(C(=O)NC3CCCC3)o2)cc1,1.0,5,0.1,-1.2,-0.5,-1,3,-0.2,1,1.1,-1.8
CC(C)NC(=O)c1ccc(COc2ccc(C(C)(C)C)cc2)o1,-4.0,3,-0.2,-1.5,-2.1,0,-4,-0.1,4,5.5,-3.2
O=C(NCc1ccco1)c1ccc2sc([C@@H]3O[C@H](CO)[C@@H](O)[C@H]3O)nc2c1,0.0,-2,0.1,-1.0,/,-2,-2,-0.4,-7,-1.2,-1.4
COc1ccc(-c2nnn(CC(=O)N(Cc3ccco3)C(C(=O)NCC3CCCO3)c3ccco3)n2)cc1 (stereo unspecified),0.1,1,1.5,-0.8,-0.5,-3,3,-0.3,-24,2.6,2.1
COCCNC(=O)CN(Cc1ccco1)C(=O)CCC(=O)Nc1nccs1,-0.9,-4,0.2,-0.6,0.1,-2,2,0.1,-1,1.1,1.0
